# Bioassay records from PubChem.
# 12-LOX inh – ALOX12 (human) lipoxygenase inhibition; purified 12hLO, xylenol orange hydroperoxide absorbance; actives 1.1% (n = 580,000); P18054; Potency, µM (top dose mostly 108 µM), for inactives: top-dose activity change, negative = inhibition, hits mostly inhibitors; active means well fitted inhibition curve with a large enough effect; inconclusive means small, poorly fitted or top-dose-only effect, or another doubt; inactive means no such curve, though single readings can be large or run the other way
# Target sequence (P18054 whole entry, looked up): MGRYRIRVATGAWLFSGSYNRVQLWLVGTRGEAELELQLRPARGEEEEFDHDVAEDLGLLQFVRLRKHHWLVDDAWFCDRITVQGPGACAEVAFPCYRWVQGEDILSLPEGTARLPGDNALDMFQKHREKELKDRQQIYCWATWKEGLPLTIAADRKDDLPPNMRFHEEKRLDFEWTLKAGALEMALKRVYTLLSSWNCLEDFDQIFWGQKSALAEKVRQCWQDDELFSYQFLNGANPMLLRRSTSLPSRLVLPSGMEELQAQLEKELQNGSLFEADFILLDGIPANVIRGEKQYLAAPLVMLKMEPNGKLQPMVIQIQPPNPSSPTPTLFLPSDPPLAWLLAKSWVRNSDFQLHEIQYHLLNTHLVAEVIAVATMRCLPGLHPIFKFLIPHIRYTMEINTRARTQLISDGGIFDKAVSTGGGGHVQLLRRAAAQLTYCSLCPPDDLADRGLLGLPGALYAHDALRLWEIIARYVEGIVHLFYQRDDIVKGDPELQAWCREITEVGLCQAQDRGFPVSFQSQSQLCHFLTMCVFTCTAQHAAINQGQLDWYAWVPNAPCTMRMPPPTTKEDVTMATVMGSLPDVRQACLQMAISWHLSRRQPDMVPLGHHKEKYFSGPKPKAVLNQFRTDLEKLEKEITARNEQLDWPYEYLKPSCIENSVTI
#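 Purified human 12hLO at 150 nM in 25 mM Hepes, 0.01% Triton X-100, pH 7.0, preincubated 15 min at room temperature with compound. Reaction started with 40 uM arachidonic acid, 30 min at room temperature. Hydroperoxide measured by Fe-xylenol orange, 573/405 nm absorbance ratio.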
# Active calls of the source: *; ? = inconclusive; & = joins results of further samples; [ ] = dose if it differs, or a comment. On the % scale 0 is the no-effect control and ±100 the full control effect; potency means the concentration at half of the fitted maximal effect. Some of the compounds tested. The share of hits here may be higher or lower than overall.
SMILES,12-LOX inh
Cc1nc2nc(CC(=O)Nc3ccccc3F)nn2c(C)c1Cc1ccccc1Cl,20%
Cc1cc(Br)cn2c(Cc3cccc(Cl)c3)c(-c3cccc(Cl)c3)nc12,?
CCc1ccccc1NC(=O)CC1CC2CCC1C2 (stereo not given),-20%
C#CCN1C(=O)[C@@H](C)[C@@](C#N)(C(=O)OC)[C@H]1c1ccc(OC)cc1,15%
Cc1cc(CN2C[C@@H](CO)[C@H](NC(=O)c3ccccc3)C2)n(C)n1,16%
Cc1nc(CN2Cc3nc(-c4ccc(Cl)cc4)ccc3OCC2=O)cs1,1%[176 µM]
Clc1cc(N2CCOCC2)n2nccc2n1,91%[activator][176 µM]
COC(=O)c1[nH]c2ccc(F)cc2c1NC(=O)CCN1CCC(C)CC1,-17%
Nc1[nH]c(C(=O)c2ccccc2)c(-c2ccc([N+](=O)[O-])cc2)c1C(=O)NCCc1c[nH]c2ccccc12,-4%
Cc1ncsc1CN1CC(Oc2cccc(C(=O)N3CCOCC3)c2)C1,29%
CN1CCN(c2cc(=O)c3ccnc(Nc4ccccn4)c3o2)CC1,8%[176 µM]
Cc1nc(CN2Cc3nc(-c4cc5ccccc5o4)ccc3OCC2=O)cs1,-7%[176 µM]
O=C1N(C2CCN(S(=O)(=O)c3cccnc3)CC2)C(c2ccncc2)C12CCCCC2 (stereo not given),3%
CC(=O)Nc1cccc(C(=O)NCCc2nc3c(C)c(C)ccc3[nH]2)c1,72%[activator]
COc1ccc(CNC(=O)[C@@]23CCCC[C@H]2N(C)C(=O)CC3)cc1,-9%
Cn1cccc1C(=O)NCC1(C)CCOCC1,39%[activator]
COc1nccc(N2CCC(CC(=O)NCc3ccc(F)cc3Cl)CC2)n1,42%[activator]
CC(=O)NCC1CCCN(C(=O)c2cc(Cn3ccc4ccccc43)[nH]n2)C1 (stereo not given),33%[activator]
Cc1ccnc(SCc2nc3cc(NS(=O)(=O)c4ccc(Cl)cc4)ccc3n2C)n1,-20%
Cc1ccccc1CN1CCCn2nc(C)c(-c3cccnc3N3CCOCC3)c21,28µM*
O=C(Nc1cccc(Cl)c1)c1nn(Cc2ccccc2)c(=O)c2ccccc12,-2%
COc1cc(C)c(NC(=O)c2ccc3c(c2)NC(=O)CCS3)cc1OC,-30%
COc1cc2c(Nc3ccc(Cl)c(Cl)c3F)ncnc2cc1OCC1C[C@@H]2CN(C)C[C@H]2C1,-21%[57.4 µM]
CCCOc1c(Cl)cc(C(=O)NCC2CCCO2)cc1OCC (stereo not given),6%
COc1ccc(-c2cc(N3CCCC(NC(=O)c4ccc(OC)cc4OC)C3)n[nH]2)cc1 (stereo not given),36%[activator]
Cn1c(CN2CCOCC2)nnc1SCc1ccc(Cl)c(Cl)c1,31%
O=C(CCC1CCCCC1)N1CC2CC(C1)[C@H]1CCCC(=O)N1C2 (stereo not given in full),7%
O=C(c1ccncc1)N1CCC(Oc2cccc(F)c2)C1 (stereo not given),0%
CC1=C(C(=O)Nc2ccccc2C(=O)NC(C)Cc2ccco2)SCCO1 (stereo not given),-3%
CCCN1CCCC12Cc1ccccc1CN([S+](C)(=O)[O-])C2 (stereo not given),8%[6.33 µM]
CC(=O)c1c(C)[nH]c(C(=O)c2oc3ccc(Cl)cc3c2C)c1C,-13%
Cn1nc(C(=O)N(Cc2ccccc2)C2CCS(=O)(=O)C2)c2ccccc2c1=O (stereo not given),-11%
COc1ccc(CNc2nc(C(=O)NCc3ccccc3OC)cs2)cc1,10%
O=C(Nc1oc2ccccc2c(=O)c1-c1ccc(F)cc1)c1ccc([N+](=O)[O-])cc1,?
Cc1ccccc1C(=O)NC1CCN(c2cc(-c3ccc(Cl)cc3)[nH]n2)C1 (stereo not given),-7%
CN(C)C[C@@H]1CN(c2ncccn2)C[C@H]1NC(=O)c1ccc2cc[nH]c2c1,17%
O=C(c1cccc(S(=O)(=O)NC2CC2)c1)N1CCN(c2ccccc2O)CC1,-1%
CN(CC[C@H]1CN(C(=O)c2cccs2)CC[C@H]1CC(=O)O)c1ccccc1,?
CCCNC(=O)C1(C)CCCN(C(=O)C(c2ccccc2)c2ccccc2)C1 (stereo not given),-13%
Cc1cccc(OCC(O)Cn2c(N)nc3c2c(=O)n(C)c(=O)n3C)c1 (stereo not given),5%
N#Cc1ccc(NCc2c(F)cccc2Cl)cc1,-48%
CC1=CC(=C(C#N)C#N)CC(C)(C)C1,?
CCN1C(=O)[C@H]2[C@@H](c3ccc(C)cc3)N[C@]3(CCCN(CC4CCCCC4)C3=O)[C@H]2C1=O,?
N#Cc1c(NC(=O)CNc2ccccc2C(=O)NCC(F)(F)F)sc2c1CCCCC2,-27%
Cc1nn(C)c(C)c1CC(=O)Nc1nc(-c2ccc(F)c(F)c2)cs1,?

# Part of the list above in order of SMILES length, smallest number first:
SMILES,12-LOX inh
Cc1nn(C)c(C)c1CC(=O)Nc1nc(-c2ccc(F)c(F)c2)cs1,?
CCCNC(=O)C1(C)CCCN(C(=O)C(c2ccccc2)c2ccccc2)C1 (stereo not given),-13%
Cn1nc(C(=O)N(Cc2ccccc2)C2CCS(=O)(=O)C2)c2ccccc2c1=O (stereo not given),-11%

# (continued)
SMILES,12-LOX inh
Cc1c(Br)c(C(F)(F)F)nn1C(C)C(=O)N1CCN2CCCC2C1 (stereo not given),-15%
O=C(NC1CCCN(c2cc(-c3ccc(F)cc3)[nH]n2)C1)c1c[nH]c2ccccc12 (stereo not given),-17%
O=C(NCC1CC1)c1coc(COc2ccc3c(c2)C(c2cccc(F)c2)N(C(=O)C2CC2)CC3)n1 (stereo not given),-27%
Cc1ccc(NC(=O)CN2C(=O)NC3(CCC(C)CC3)C2=O)cc1 (stereo not given),16%
CC(C)NC(=O)C(NC(=O)c1ccc2c(c1)OCO2)C1CCN(C(=O)c2ccc(Cl)cc2)CC1 (stereo not given),10%
CCCNC(=O)c1cc(C2CCCN(C(=O)C3CC3)C2)on1 (stereo not given),1%
O=C1NC2(CCCN(C(=O)c3ccccc3)C2)Oc2ccccc21 (stereo not given),47%[activator][176 µM]
COCCN1CCNc2nc(COc3cccc(F)c3)n(Cc3ccccc3)c2C1=O,24%[176 µM]
CCCCNC(=O)CN1C(=O)NC(c2ccc(OCC)cc2)C2=C1COC2=O (stereo not given),9%
CCCCn1nnnc1C(c1ccccc1)N1CCN(c2ccc(C(F)(F)F)cc2[N+](=O)[O-])CC1 (stereo not given),?
COCCn1c(C)cnc1CC1CCN(C(=O)Nc2ccccc2F)C1 (stereo not given),30%
CCCCNC(=O)c1cc2cc(Cl)ccc2[nH]1,0%
CC(C)c1nc(-c2ccc(OC3CCN(C(=O)c4n[nH]c5ccccc45)C3)cc2)no1 (stereo not given),7%
CN1CCCC2(CCN(C(=O)CCc3ccccc3O)C2)C1=O (stereo not given),14%
CS(=O)(=O)N1CCC(CC(=O)Nc2ccccc2)C1 (stereo not given),15%

# Structures above that contain a furan ring, fused or not:
SMILES,12-LOX inh
Cc1nc(CN2Cc3nc(-c4cc5ccccc5o4)ccc3OCC2=O)cs1,-7%[176 µM]
CC1=C(C(=O)Nc2ccccc2C(=O)NC(C)Cc2ccco2)SCCO1 (stereo not given),-3%
CC(=O)c1c(C)[nH]c(C(=O)c2oc3ccc(Cl)cc3c2C)c1C,-13%

# (further entries)
SMILES,12-LOX inh
O=C(C(=O)N1CCN(C(=O)c2ccco2)CC1)c1ccccc1,6%
Cc1cc(C)cc(C(=O)N2CCCC(n3cc(-c4nc(C(C)C)no4)nn3)C2)c1 (stereo not given),-2%
O=C(NCCO)c1cn(C2CCN(Cc3c(F)cccc3Cl)CC2)nn1,1%
COc1cccc(/C=C/c2ccc3cccc([N+](=O)[O-])c3n2)c1,7%
CCOC(=O)c1cc2c(c(-c3cccc(-c4cc5ccccc5o4)c3)n1)[C@@H](CCO)N(S(=O)C(C)(C)C)C2 (stereo not given in full),-10%
O=C(CCC1CCCCC1)Nc1ccc(Nc2ccccc2)cc1,?
O=C(Cn1cnc2sc3c(c2c1=O)CCC3)NC1CCS(=O)(=O)C1 (stereo not given),-19%
CCc1nn2c(=O)cc(CSc3n[nH]c(-c4cccc(C)c4)n3)nc2s1,-25%
Cc1ccc2[nH]cc(CCNC(=O)/C=C/c3ccccc3F)c2c1,?
COc1ccc(-c2ccnc3nc(-c4cccs4)nn23)c(F)c1,23%
Clc1ccc(Nc2nccc3[nH]c(-c4ccccc4)nc23)cc1,-5%
COc1ccc(-c2ccc(CCC(=O)Nc3ccccc3OC)o2)cc1,-20%
CC(C)c1ccc(OCc2nnc(SCc3csc(-c4ccccc4Cl)n3)n2C)cc1,32%[activator]
COC(=O)C1=C(C)N(Cc2ccccc2C(F)(F)F)C(=NCc2cc(OC)c(OC)c(OC)c2)NC1c1ccc(Cl)cc1 (stereo not given),-17%
CC(=O)NC1(C)CCN(Cc2ccccc2-c2ccc3ccccc3c2)C1 (stereo not given),32µM*
Cc1ccc(-c2nnn(CCC(=O)Nc3sc4c(c3C#N)CCCCC4)n2)cc1,?
Cc1cc(F)cc(CN2CCc3nc(C(=O)NCc4ccncc4)oc3CC2)c1,-1%[176 µM]
Cn1c(-c2ccccc2)c(/C=N/Nc2ccc(S(=O)(=O)Nc3ccccc3)cc2[N+](=O)[O-])c2ccccc21,42%
CCN(CC)CCn1c(C)c(C)c2c1ncn1nc(-c3cccs3)nc21,23%
CNc1cccc(-c2cc(OC)ccc2OC)n1,-4%
CCCn1nc(C(=O)OCC(=O)N2CC(=O)Nc3ccccc32)c2ccccc2c1=O,-7%
COCCN(C)C[C@H]1C[C@H](CO)CN(C(=O)CN2CCc3ccccc3C2)C1,44%[activator]
COC(=O)c1ccc(COc2ccc(/C=C/c3nc4c(ccc5ccccc54)s3)cc2)cc1,?
CS(=O)(=O)N1CCc2ccc(C(=O)Nc3ccc(Cl)c(C(F)(F)F)c3)cc21,-8%
CCc1ccc(-n2c(C)nnc2SCc2nc(-c3ccccc3OC)no2)cc1,-14%
CC(OC(=O)c1ccc(C#N)cc1)C(=O)NC(C)C1CC2CCC1C2 (stereo not given),?
COc1cccc(CN[C@H]2[C@H](O)[C@H](O)C[C@@H]2c2cccnc2)c1,38%[activator][176 µM]
CC(C)CN1C(=O)C(C)(C)[S+](=O)([O-])[C@@H]2CN(c3ccc(OC(F)(F)F)cc3)C[C@@H]21,6%
COc1cccc2cc(-c3csc(-c4ccc(F)cc4)n3)c(=O)oc12,?
CCOC(=O)C1=CCN(S(=O)(=O)c2ccc(F)cc2)C1c1cccc(C)c1 (stereo not given),6%
CCCN(CCC)S(=O)(=O)N1CCCC(c2nncn2C)C1 (stereo not given),-5%
O=C1CS(=O)(=O)C2(C(=O)N(Cc3ccccc3F)c3ccccc32)N1c1ccc(F)c(Cl)c1 (stereo not given),?
CCOCCCNCc1ccc(-c2ccccc2)o1,-16%&4%
CCCC(=O)OCC,-1%[176 µM]
COc1cccc(CNc2nc3cc(-c4ccc(OC)cc4C)sc3c(=O)n2C)c1,?
COc1cccc(C2C(C#N)=C(N)OC3=C2C(=O)CC(C)(C)C3)c1 (stereo not given),12%
CCc1nc2c(c(-c3ccc(OC)cc3)n1)CCN(C(=O)c1ccccc1OC)CC2,14%[6.33 µM]
COC(=O)Cn1c(C(=O)N2CCCC2)cc2c1C[C@H]1CN(C(=O)c3ccccc3)[C@@](Cc3ccc(OC)cc3)(C(=O)OC)[C@@H]21,-24%
CCC(=O)OCCc1ccccc1,6%[176 µM]
Cn1nccc1CN1CCCC2(CNc3ccccc3[S+](=O)([O-])N2)C1 (stereo not given),-11%
C[C@@H]1CN([C@@H](C)CO)C(=O)CCCn2nncc2CO[C@@H]1CN(C)C(=O)Nc1ccccc1,8%
Cc1cc(C(=O)Cn2c(Cl)nc3c2c(=O)n(C)c(=O)n3C)c(C)n1CC(F)(F)F,?
COc1cc(/C=C(/C#N)C(=O)c2ccccc2)cc(Cl)c1OC,?
O=C1N(Cc2cccc(F)c2)CCCN1c1ccc(C(=O)N2CCc3ccccc32)cc1,-14%
Cn1cnnc1CCC(=O)N[C@H](c1ccccn1)C1CC(O)C1 (stereo not given in full),35%[activator]

# By substructure: those above with bromine (two)
SMILES,12-LOX inh
Cc1cc(Br)cn2c(Cc3cccc(Cl)c3)c(-c3cccc(Cl)c3)nc12,?
Cc1c(Br)c(C(F)(F)F)nn1C(C)C(=O)N1CCN2CCCC2C1 (stereo not given),-15%

# Next structures follow:
SMILES,12-LOX inh
CCc1nc2c(c(-c3ccc(OC)cc3)n1)CN([S+](=O)([O-])c1cccc(C(F)(F)F)c1)CC2,-1%[6.33 µM]
Cc1cc(C)c(S(=O)(=O)Nc2cccc(S(=O)(=O)C3CCCC3)c2)c(C)c1,-20%
Cc1ccn2c(Nc3ccc4c(c3)OCCO4)c(-c3ccsc3)nc2c1,?
COc1ccc(NC(=O)c2cc(C3CCCCN3S(=O)(=O)c3cccs3)on2)c(C)c1 (stereo not given),-6%
COC(=O)CNC(=O)N1CCC(Cc2noc(-c3ccncc3)n2)C1 (stereo not given),33%
COC(=O)C1CN(Cc2ccc(OC)cc2)CCS(=O)(=O)N1Cc1ccc(Cl)cc1 (stereo not given),9%

# 3 of the entries above in order of their number in 12-LOX inh, low to high:
SMILES,12-LOX inh
Cc1cc(C)c(S(=O)(=O)Nc2cccc(S(=O)(=O)C3CCCC3)c2)c(C)c1,-20%
COc1ccc(NC(=O)c2cc(C3CCCCN3S(=O)(=O)c3cccs3)on2)c(C)c1 (stereo not given),-6%
COC(=O)C1CN(Cc2ccc(OC)cc2)CCS(=O)(=O)N1Cc1ccc(Cl)cc1 (stereo not given),9%
